IL-1B inflam inh: qHTS for Inhibitors of Inflammasome Signaling: IL-1-beta AlphaLISA Primary Screen | 360,000 tested, 4.7% active | activity change, % at 57.5 µM | THP-1 LPS/ATP IL-1B secretion, AlphaLISA, 16 h; active compounds read low; in the data active = activity change below about -50%; inconclusive = mostly about -30% to -49%; note: % is set by controls: 0 for no effect and ±100 for the full control effect
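Secreted IL-1B measured by AlphaLISA bead assay after 16 h compound exposure of THP-1 cells; compounds (final up to 57.5 uM) added 1 h before LPS (250 ng/mL) and ATP (1.25 mM) stimulation; lower signal means less secretion.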
HT1080NT lethal: qHTS for induction of synthetic lethality in tumor cells producing 2HG: qHTS for the HT-1080-NT fibrosarcoma cell line | HT-1080-NT fibrosarcoma viability, CellTiter-Glo ATP luminescence, 48 h | Potency, µM (highest dose often 46.1 µM), inactives show at the top dose activity, negative = less viability, most hits filed as cytotoxic | 360,000 tested, 1.6% active | AID 686970, 2013;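 note: NT is the 2HG producing partner of a matched IDH1 knockdown line; potency is the fitted concentration of half-maximal effect; 0% = DMSO-treated cells and -100% = media-only wells without cells; nearly all actives have a fitted effect of over 55% in size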
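Viability of the 2HG-overproducing fibrosarcoma line after 48 hours of compound exposure at 37 degrees C was determined by luminescence with CellTiter-Glo, and concentration-effect curves were then fitted and categorized.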
SW480 rerep: A quantitative high throughput screen for small molecules that induce DNA re-replication in SW480 colon adenocarcinoma cells. 340,000 tested, 1.8% active. SW480 DNA re-replication, Hoechst DNA content imaging, 48 h. Potency, µM (doses to about 46.1 µM), inactives show at the highest dose re-replication activation, actives largely listed as activators; note: potency is the fitted concentration of half-maximal effect; % of control where 0% means no effect; nearly all actives have a fitted effect of over 55% in size
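Cells (250 per well) received 23 nL compound or DMSO by pin tool and were kept 48 hr at 37 C, 5% CO2. Nuclei were then stained with Hoechst for 40 min and scanned for DNA content.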
KB-3-1 tox: qHTS assay for MDR1-selective chemotherapeutics: Primary screen using the parental adenocarcinoma cell KB-3-1. KB-3-1 viability, CellTiter-Glo ATP luminescence, 72 h. Potency, µM (series often up to 46.1 µM), inactives show top-dose activity change, negative = cytotoxic, usual class: cytotoxic. 400,000 tested, 1.4% active. AID 1347075, 2019; note: potency is the fitted concentration of half-maximal effect; % is set by controls: 0 for no effect and ±100 for the full control effect; nearly all actives have a fitted effect of over 60% in size
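Multi-concentration cytotoxicity screen in KB-3-1 cells grown in DMEM lacking phenol red with 10% FBS. After 72 h at 37 °C with compound, ATP-dependent luminescence was recorded.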
MCF10A rerep: A quantitative high throughput screen for small molecules that induce DNA re-replication in MCF 10a normal breast cells; MCF 10A DNA re-replication, Hoechst nuclear intensity, 48 h; Potency, µM (highest dose often 46.1 µM), for the others: top-dose activity, positive = re-replication, most hits filed as activators; 350,000 tested, 2.9% active; note: potency is the fitted concentration of half-maximal effect; % of control where 0% means no effect; nearly all actives have a fitted effect of over 50% in size
KB-V1 MDR tox: qHTS assay for MDR1-selective chemotherapeutics: Primary screen using the drug-selected MDR subline cells KB-V1. KB-V1 MDR cells viability, CellTiter-Glo, 72 h. Potency, µM (series often up to 46.1 µM), for the others: top-dose activity change, negative = cytotoxicity, most hits filed as cytotoxic. 400,000 tested, 3.4% active; note: potency is the fitted concentration of half-maximal effect; % is set by controls: 0 for no effect and ±100 for the full control effect; nearly all actives have a fitted effect of over 60% in size
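Following 72 h at 37 degrees C with compound, KB-V1 cell viability was read by CellTiter-Glo luminescence, medium being phenol-red-free DMEM plus 10% FBS; concentration-response parameters came from normalized, curve-fitted qHTS data.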
D3 ag: qHTS of D3 Dopamine Receptor Agonist: qHTS | 410,000 tested, 0.58% active | AID 652048, 2013 | D3R DiscoveRx beta-arrestin cells, luminescence, 90 min | D(3) dopamine receptor (Homo sapiens), P35462 | max activation, %; in the data active = max activation above about 30%; note: 0% is about no effect; mostly tested at two doses, the higher about 12 µM
Target sequence (P35462 whole entry, looked up): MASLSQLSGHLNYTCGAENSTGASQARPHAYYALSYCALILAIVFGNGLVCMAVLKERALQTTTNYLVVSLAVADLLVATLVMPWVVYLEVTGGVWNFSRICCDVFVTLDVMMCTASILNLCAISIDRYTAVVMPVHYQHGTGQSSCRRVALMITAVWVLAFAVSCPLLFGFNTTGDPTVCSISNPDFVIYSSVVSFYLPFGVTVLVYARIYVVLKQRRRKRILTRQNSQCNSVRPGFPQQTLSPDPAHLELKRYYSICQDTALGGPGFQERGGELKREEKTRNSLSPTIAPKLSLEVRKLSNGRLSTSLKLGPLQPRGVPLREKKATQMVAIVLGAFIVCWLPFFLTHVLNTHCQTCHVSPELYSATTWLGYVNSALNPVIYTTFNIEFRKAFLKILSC
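Cells at 1500/well, incubated overnight, then treated with pinned compounds (dopamine as control) for 90 min at 37 degrees C. DiscoveRx reagent added for 30 - 60 minutes at room temperature; luminescence read.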
HT1080 IDH1KD tx: qHTS for induction of synthetic lethality in tumor cells producing 2HG: qHTS for the HT-1080-IDH1KD cell line | HT-1080 IDH1 knockdown viability, ATP luminescence, 48 h | AID 686971, 2013 | 360,000 tested, 2% active | Potency, µM (titrated, usually from 46.1 µM), for inactives: at the highest dose activity, negative = toxicity, usual class: cytotoxic;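 note: potency is the fitted concentration of half-maximal effect; 0% = DMSO wells and -100% = cell-free medium wells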
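After a 2 h attachment period, IDH1KD HT-1080 cells took pin-transferred compound for 48 h at 37 °C; ATP-based luminescence after 10 min room-temperature reagent incubation reported viability.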
HEK293 tox: qHTS of GLP-1 Receptor Inverse Agonists: Cytotox Screen; Potency, µM (doses to about 38.3 µM), for inactives: top-dose activity change, negative = inhibition, most hits filed as inhibitors; 410,000 tested, 0.13% active; AID 624418, 2012; HEK293 cAMP-luciferase reporter cells, luminescence, 24 h;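 note: loss of luciferase light is scored as toxicity; potency is the fitted concentration of half-maximal effect; % is set by controls: 0 for no effect and ±100 for the full control effect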
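A 23 nL compound transfer followed 12 hours of cell culture at 37 deg C; exposure then lasted 24 hr. Luciferase assay detection reagent was dispensed and plates read for luminescence after a 12 min room-temperature wait.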
* marks the source's active call; other numbers are inactive results; u = inconclusive; x = not tested or not shown; [ ] = dose if it differs, or a comment. Unless noted, calls come from the whole dose curve; as a rule, active = well fitted curve in the direction sought with a large enough effect; inconclusive = small, poorly fitted or top-dose-only effect, or another doubt; inactive = no such curve, though single readings can be large; an effect the other way counts as inactive or inconclusive.

SMILES	IL-1B inflam inh	HT1080NT lethal	SW480 rerep	KB-3-1 tox	MCF10A rerep	KB-V1 MDR tox	D3 ag	HT1080 IDH1KD tx	HEK293 tox
Cc1cc(C)n2nc(SCC(=O)N3CCN(c4ccccc4)CC3)nc2n1	19	10%	-3%	10%	-2%	12µM*	12	9%	3%
Cn1cc([N+](=O)[O-])c(C(=O)Nc2ccc(C(=O)N3CCCCC3)cc2)n1	x	u	15µM*	23µM*	21µM*	u	0	23µM*	-5%
CCCCCCCNc1cccc(C)c1	6	4%	-13%	22%	1%	12%	-4	11%	11%
O=C(c1ccco1)c1cn(CCOc2ccc(F)cc2)c2ccccc12	x	x	x	-9%	x	-3%	-1	x	3%
CN1C(=O)C2(C(C#N)=C(N)Oc3c2oc(CO)cc3=O)c2ccccc21 (stereo not given)	1	-3%	1%	11%	5%	-2%	6	7%	u
COC(=O)/C(=C\c1cc(OC)c(OC)c(OC)c1)c1nc2ccccc2[nH]1	-99*	u	u	15µM*	21µM*	u	7	u	-4%
CC(C)N1CC2(CC(c3ccc(Cl)cc3Cl)=NO2)CN1C(=O)c1ccc(C(C)(C)C)cc1 (stereo not given)	-2	-3%	x	17%	x	19%	3	3%	-6%
Cc1ccccc1CN1CCN(S(=O)(=O)c2cccc3nsnc23)CC1	12	0%	-10%	-16%	-12%	0%	-1	-1%	27%
CCOC(=O)c1ccc(N=Cc2nc(-c3ccccc3)oc2OC(C)=O)cc1	-17	-14%	u	0%	u	6%	1	-8%	-3%
CCO[C@@H]1OC(C(=O)NCc2ccccc2)=C[C@H](c2ccccc2)[C@H]1CCCO	10	10%	6%	7%	14%	-13%	-19	2%	u
CC(C)(C)C1CCC(C(=O)Nc2nccs2)CC1 (stereo not given)	20	11%	-1%	2%	11%	-23%	3	11%	-4%
Cc1ccc2cc(C#N)c(SCC(=O)NNC(=O)Cc3ccccc3)nc2c1	41	1%	-1%	11%	16%	u	2	0%	8%
O=C(O)CCN1c2ccccc2Sc2ccccc21	4	0%	-3%	0%	9%	6%	-2	2%	-6%
Cc1cc(C(=O)Nc2ccccc2)oc1C	-16	-5%	1%	2%	1%	-12%	-9	-18%	0%
COCCn1c(C)cc(/C=C2/SC(=O)N(C(C)C(=O)OC)C2=O)c1C (stereo not given)	-2	11%	0%	0%	2%	3%	5	10%	-15%

Reformatted with bars between the fields: part of the list above
compound | IL-1B inflam inh | HT1080NT lethal | SW480 rerep | KB-3-1 tox | MCF10A rerep | KB-V1 MDR tox | D3 ag | HT1080 IDH1KD tx | HEK293 tox
COC(=O)/C(=C\c1cc(OC)c(OC)c(OC)c1)c1nc2ccccc2[nH]1 | -99* | u | u | 15µM* | 21µM* | u | 7 | u | -4%
CC(C)N1CC2(CC(c3ccc(Cl)cc3Cl)=NO2)CN1C(=O)c1ccc(C(C)(C)C)cc1 (stereo not given) | -2 | -3% | x | 17% | x | 19% | 3 | 3% | -6%

The list continues.
SMILES	IL-1B inflam inh	HT1080NT lethal	SW480 rerep	KB-3-1 tox	MCF10A rerep	KB-V1 MDR tox	D3 ag	HT1080 IDH1KD tx	HEK293 tox
O=C(Nc1cccc(/C=C/c2nc3ccccc3c(=O)[nH]2)c1)c1ccccc1Cl	-52*	u	u	u	u	-1%	16	u	13%
COc1ccc(OC)c(C(=O)CN2C(=O)N(c3cc(C)cc(C)c3)S(=O)(=O)c3ccccc32)c1	x	x	x	0%	x	-9%	-11	x	5%
O=C(N/N=C/c1ccc2c(c1)OCCO2)c1ccncc1	-3	2%	-8%	-9%	3%	1%	3	5%	-23%
O=[N+]([O-])c1cc(S(=O)(=O)C(F)(F)F)ccc1NCC1CCCO1 (stereo not given)	2	-22%	-1%	-10%	6%	-21%	29	0%	-4%
COc1ccc(-c2csc(NC(=O)C3CC(=O)N(Cc4ccco4)C3)n2)cc1 (stereo not given)	-61*	-16%	0%	0%	5%	u	-7	-16%	-7%
CCCc1nnc(NC(=O)C2CCN(C(=O)C3CC(=O)N(c4ccc(C)cc4)C3)CC2)s1 (stereo not given)	-1	0%	29%	21%	14%	17%	25	11%	5%
Cn1nc(C(C)(C)C)cc1C(=O)NNC(=O)c1ccc(C(F)(F)F)cc1	14	u	5%	0%	30%	u	5	-15%	3%
COC(=O)c1cc([N+](=O)[O-])c(-n2cncn2)c([N+](=O)[O-])c1	-14	3%	-2%	6%	-4%	-29%	-2	-3%	u
O=C(CC[C@H]1O[C@@H](n2ccc(=O)[nH]c2=O)[C@H](O)[C@@H]1O)N[C@H](Cc1ccccc1)C(=O)NCc1ccccc1	14	30%	x	0%	x	-16%	0	15%	0%
COc1ccc(/C=N/NC(=O)COc2cc(C)cc(C)c2)cc1COC(C)=O	14	1%	-701%[inhibitor]	6%	2%	0%	5	3%	7%
Cc1ccc(-n2nc(C(=O)N3CCCCC3)c(=O)n(C)c2=O)cc1	x	x	x	11%	x	25%	-8	x	7%
N#Cc1ccc(NCC(=O)N2CCN(S(=O)(=O)c3ccccc3)CC2)cc1	10	-11%[9.24 µM]	-28%	-20%	-1%	-1%	-1	-8%	0%
COc1ccc(NC(=O)c2c(NCc3cccs3)sc3c2CCCC3)cc1	x	x	x	u	x	-22%	-4	x	3%
Cc1ccc(S(=O)(=O)N2CCN(C(=O)CN3C(=O)NC4(CCCCC4)C3=O)CC2)c(C)c1	-8	17%	-539%[inhibitor]	10%	-21%	8%	5	11%	0%
COc1ccc(C(=O)/C=C2\NCCc3cc(OC)c(OC)cc32)cc1OC	u	-28%	13%	-11%	-1%	-7%	-7	u	-11%
O=C(CN1C(=O)c2cccnc2Oc2ccc(Cl)cc21)NCCC1=CCCCC1	28	2%	9%	6%	1%	0%	-11	22%	7%
O=C(NCCc1ccc2c(c1)OCCO2)c1cc(S(=O)(=O)N2CCCC2)ccc1Br	24	6%	-7%	u	-2%	21µM*	2	-1%	4%
CC1CCCCN1CCCNC(=O)c1sc2ncccc2c1-n1cccc1 (stereo not given)	x	x	x	5%	x	-2%	-24	x	-5%
CCCC(C(=O)NC(C)(C)C)N(CC1CCCO1)C(=O)CNS(=O)(=O)c1ccc(F)cc1 (stereo not given)	17	16%	-1%	-2%	3%	2%	2	-10%	4%
CCCNC(=O)C1(C)CCN(C(=O)c2c(F)ccc(C)c2F)C1 (stereo not given)	-14	22%	x	0%	x	3%	-3	13%	6%
NC(=O)C1CCN(CC(=O)Nc2cccnc2Cl)CC1	-5	-1%	-6%	4%	0%	3%	-6	20%	-2%[7.66 µM]
O=C(CCCN1C(=O)c2ccccc2C1=O)Nc1cccnc1	-15	3%	-1%	5%	16%	11%	1	11%	0%
CC1(C)Cc2c(sc3c2c(=N)n(Cc2ccco2)c(=O)n3CC(=O)Nc2cccc(Cl)c2)CO1	u	-19%	-2%	-11%	6%	0%	-1	-21%	-15%
Cc1ccc(S(=O)(=O)N2CCCCC2)cc1NC(=O)COC(=O)c1c(F)cccc1F	28	-3%	-26%	21%	-29%	-2%	0	-2%	9%
Cc1cccc(-n2c(O)c(C=Nc3ccccc3O)c3ccccc3c2=O)n1	u	-23%	4%	4%	0%	11%	6	-7%	u
O=[N+]([O-])c1ccc(N2CCN(C(=S)NC3CCCCC3)CC2)cc1	-78*	-12%	13%	u	0%	-22%	-17	-21%	0%
O=C(Nc1cccc(Cl)c1)c1cc(S(=O)(=O)N2CCCCC2)c[nH]1	10	2%	-16%	11%	-1%	14%	-5	0%	4%
CCc1ccc(N2CC(C(=O)Nc3cc(C)on3)CC2=O)cc1 (stereo not given)	14	-5%	12%	8%	25%	-17%	-13	-2%	-1%[7.66 µM]
Cc1nn(C)cc1CN(C)C(=O)c1cc2nc(-c3ccco3)cc(C(F)(F)F)n2n1	-28	1%	-7%	11%	u	-5%	2	-7%	36%[activator]
CCOCCCNC(=S)N1C2CCC1CC(NC(=O)Nc1ccc(C(=O)OCC)cc1)C2 (stereo not given)	20	-5%	6%	-18%	20%	-8%	0	-15%	3%
COc1ccc(-n2c(=O)/c(=C\c3cccs3)s/c2=C(/C#N)C(=O)NCCN2CCOCC2)cc1	-12	-1%	-1%	-1%	15%	-18%	7	2%	0%
COC(C[C@H](O)CC(=O)[C@H](C)OCc1ccccc1)OC	4	-17%	-2%	5%	-1%	5%	6	0%	0%
CCN(CC)CCCn1c2c(c(SCC(=O)Nc3cc(OC)cc(OC)c3)nc1=O)CCC2	u	-17%	-1%	4%	3%	-2%	-2	-16%	-12%
Cc1ccc2cc(COC(=O)c3cccc([N+](=O)[O-])c3)c(=O)[nH]c2c1	38	-2%	-6%	0%	-19%	-9%	-1	-5%	0%
Cc1nnc(N/N=C\c2ccc(-c3cccc(C(=O)O)c3)o2)n1N	4	-29%	-565%[1.84 µM]	-6%	u	-2%	-5	u	-22%
Cc1ccc2c(c1)NC(=O)C(CC(=O)NCCN(C)C)O2 (stereo not given)	11	13%	-7%	0%	1%	13%	3	11%	0%
Cc1cc(C)c(NC(=O)CCN2C(=O)c3ccccc3S2(=O)=O)c(C)c1	-20	19%	-14%	3%	1%	7%	-9	16%	-4%
CC(=O)c1cccc(NC=C2C(=O)OC3(CCCCC3)OC2=O)c1	0	-3%	1%	9%	-1%	-10%	-1	-2%	18%
CCCc1cc(=O)[nH]c(SCC(=O)N2CCc3ccccc3C2)n1	61	-1%	-49%	1%	-8%	-20%	-11	2%	-9%
CCOC(=O)c1ccc(CN(Cc2ccc(Br)cc2)S(=O)(=O)c2cccc(Cl)c2C)cc1	x	x	x	21%	x	-2%	-12	x	5%

Source: PubChem

An unsorted share of the library (roughly 11% active in at least one column).
